CHRM5 PAM – positive allosteric modulators of human muscarinic M5 receptor; activation, % at 3 µM; P08912; actives 0.3% (n = 360,000); CHO-K1 hM5, Fluo-8 calcium, ACh EC20 PAM; 0% = ACh EC20, 100% = ACh EC100;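 active = activation above the run cutoff, the mean activation of all test compounds plus 3 SD, cut at about 18% in these data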
Target sequence (P08912 whole entry, looked up): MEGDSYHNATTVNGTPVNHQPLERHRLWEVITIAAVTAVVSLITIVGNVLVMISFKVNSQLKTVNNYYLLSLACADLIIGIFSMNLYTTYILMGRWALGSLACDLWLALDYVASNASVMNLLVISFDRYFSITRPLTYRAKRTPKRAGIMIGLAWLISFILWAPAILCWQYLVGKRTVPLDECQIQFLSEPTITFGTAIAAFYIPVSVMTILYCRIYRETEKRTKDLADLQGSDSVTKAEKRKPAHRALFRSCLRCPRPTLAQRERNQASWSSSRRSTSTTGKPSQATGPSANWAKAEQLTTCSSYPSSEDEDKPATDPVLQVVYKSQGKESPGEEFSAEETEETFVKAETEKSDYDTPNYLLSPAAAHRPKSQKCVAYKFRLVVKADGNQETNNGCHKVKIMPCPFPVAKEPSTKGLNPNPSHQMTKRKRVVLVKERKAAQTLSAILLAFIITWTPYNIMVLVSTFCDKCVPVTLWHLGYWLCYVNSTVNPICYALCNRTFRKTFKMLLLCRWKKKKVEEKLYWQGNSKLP
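Assay system: CHO-K1 hM5 cells / Incubation: Fluo-8 loading 80 min at 37 °C plus 30 min room temperature / Technique: Fluo-8 calcium dye fluorescence, kinetic read / Repeats: single replicate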
M5 antag – blocks acetylcholine activation of human M5 receptor. actives 0.59% (n = 360,000). AID 624040. P08912. CHO-hM5 cells, Fluo-8 calcium fluorescence, ACh EC80. inhibition, % at 3 µM;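 active = inhibition above a per-plate cutoff, the mean of that plate's test compounds plus 3 SD, cut at about 27% in these data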;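 also: 0% = acetylcholine EC80 with DMSO and 100% = DMSO without agonist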
CHRM4 PAM – positive allosteric modulators of human muscarinic M4 receptor; actives 0.4% (n = 360,000); CHO-K1 hM4/Gqi5, Fluo-8 calcium fluorescence, ACh EC20; 0% = ACh EC20, 100% = maximal ACh; P08173; AID 624126; activation, % at 3 µM;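 active = activation above its plate's cutoff, the mean activation of sample wells plus 3 SD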; also: some results filed as inactive read as strong as hits
M4 ag – CHRM4 agonism in calcium assay; P08173; actives 0.14% (n = 360,000); CHO-K1 hM4/Gqi5, Fluo-8 calcium fluorescence; vehicle 0%, full acetylcholine response 100%; activation, % at 3 µM;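 active = activation above the run mean over all test wells plus 3 SD, cut at about 32% in these data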;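 also: peak over basal fluorescence ratio per well then scaled between controls; 0% = DMSO wells and 100% = acetylcholine at EC100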
CRFBP-R2 block – blocks CRF-induced signaling of the CRF-BP/CRF-R2 complex; HEK293 CRF-R2/CRF-BP, CRF-induced calcium fluorescence; inhibition, % at 11.8 µM; actives 0.59% (n = 350,000);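 active = inhibition of the ligand-induced calcium signal above about 50% at the single tested concentration, limit read from the data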
CHRM1 PAM – human CHRM1 positive allosteric modulation. P11229. CHO-K1 hM1, Fluo-8 calcium fluorescence, ACh EC20; 0% = ACh EC20, 100% = maximal ACh. activation, % at 3 µM. actives 0.088% (n = 360,000); in the data active = activation above about 19%, passing the limit was not always enough
M4 antag – blocks acetylcholine activation of human M4 receptor; CHO-hM4 cells, ACh EC80, Fluo-8 calcium fluorescence; actives 0.73% (n = 360,000); AID 624125; inhibition, % at 3 µM; P08173;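 active = inhibition above its plate's cutoff, the mean inhibition of sample wells plus 3 SD, cut at about 27% in these data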;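 also: 0% = acetylcholine EC80 with DMSO and 100% = DMSO without agonist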
CHRM5 agonist – CHRM5 agonism in calcium assay; P08912; CHO-K1 hM5 cells, Fluo-8 calcium fluorescence; 0% DMSO wells, 100% maximal acetylcholine response; activation, % at 3 µM; actives 0.19% (n = 360,000); AID 624037;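 active = activation above the run's mean over test compounds plus 3 SD, cut at about 23% in these data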;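 also: signal is peak over basal fluorescence ratio across the kinetic read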
CRFR2-BP ag – agonists of human CRF-binding protein/CRF-R2 receptor complex; HEK293 CRF-R2/CRF-BP, calcium dye fluorescence (FLIPR); percent of saturating CRF peptide response; activation, % at 13.2 µM; actives 0.46% (n = 350,000); AID 588473;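 active = activation of at least 50%, plus an integration ratio under a set limit after plate pattern correction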;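 also: plate controls were neutral control wells without compound for no effect and CRF at EC100 for full effect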
Numbers without * were called inactive; . = not tested or not shown; & = joins results of further samples.

cpd	CHRM5 PAM	Molecule	M5 antag	CHRM4 PAM	M4 ag	CRFBP-R2 block	CHRM1 PAM	M4 antag	CHRM5 agonist	CRFR2-BP ag
1	-6	CCOC(=O)CC(=O)Nc1nc2ccccc2s1	-4	4	2	6	3	-2	0	-2.7
2	-7	Cn1c(=O)[nH]c(=O)c2c1nc(Br)n2CCSc1nnnn1-c1ccccc1	23	18	2	13	2	3	-3	-2.5
3	1	OCCN1CN=C(Nc2nc3ccccc3s2)NC1	0	-6	1	0	4	6	1	-0.1
4	4	CCOc1ccc(-n2c(=S)sc3c(=O)[nH]c(SCC(=O)NCC4CCCO4)nc32)cc1 (stereo unspecified)	-1	-8	0	-1	4	14	0	1.4
5	-5	COc1ccccc1NC(=S)N1CCNC(=O)C1CC(=O)Nc1cccc(C)c1 (stereo unspecified)	6	-9	0	-8	5	2	3	-1.3
6	-11	Cc1cc(C)n(-c2nnc(N3CCN(c4ccc(F)cc4)CC3)nn2)n1	20	0	2	-11	7	0	-1	-1.7
7	-8	COc1cccc(-c2cc(C(F)(F)F)c(C#N)c(=O)[nH]2)c1	18	1	1	5	8	4	-1	-1.1
8	4	Cc1cc(C)cc(NC(=O)C2CCN(S(C)(=O)=O)CC2)c1	-3	-3	0	-10	-3	-1	3	0.7
9	-9	O=C(CN(c1ccc(F)cc1)S(=O)(=O)c1ccc2c(c1)OCCO2)Nc1cccnc1	-4	-2	7	6	9	-17	-2	-0.8
10	-4	CC(C)Cn1c(CN2CCCCC2C)nc2c1c(=O)n(C)c(=O)n2C (stereo unspecified)	2	6	0	-7	9	-18	-1	2.0
11	-4	Cc1nc(N2CCCCC2)c2c(C)c(C(=O)Nc3ccccc3C(F)(F)F)sc2n1	6	-5	0	-57	-8	8	-4	2.0
12	-10	CCOC(=O)CSc1nsc(SCC(=O)OCC)c1C#N	-2	2	4	7	1	-2	-12	0.3
13	2	CC(=O)N1CCc2cc(S(=O)(=O)Nc3cccc(C(F)(F)F)c3)ccc21	3	-9	13	4	-11	-1	1	2.9
14	2	O=C(N/N=C/c1cccc(C(F)(F)F)c1)c1ccc(O)cc1	-2	13	2	-3	2	-4	-1	0.3
15	4	O=C(Cn1cnc2c(nnn2-c2cccc(Cl)c2)c1=O)NCc1ccccc1	-2	-3	0	8	-1	4	0	0.5
16	0	Cc1ccc(C(=O)N2CCN(C(=O)c3ccc(C)cc3)C2)cc1	10	9	-1	-10	8	-2	-3	-0.9
17	3	O=C1CCCC(O)=C1N=Nc1c(Cl)cc(Cl)cc1Cl	-6	4	0	21	10	3	-1	-1.9
18	-8	CC(C)N(Cc1nc(-c2ccc(Cl)cc2)no1)C(=O)c1cccs1	1	-17	-1	11	-13	5	-7	0.5
19	-1	C/C(=N/NC(=O)CCC(=O)Nc1ccc(Br)cc1)c1ccc(Br)cc1	2	-2	1	11	5	0	-2	4.5
20	7	COc1cccc(CC2(CO)CCCN(Cc3[nH]c4ccc(C)cc4c3C)C2)c1 (stereo unspecified)	10	-9	11	-8	4	8	2	4.0
21	-1	COc1ccc(C(=O)NC2CCCCCCC2)cc1OC	6	1	3	7	9	-13	-3	-2.9
22	6	O=C(O)C1CCCCC1C(=O)NCCCCc1ccccc1 (stereo unspecified)	-3	6	1	-29	2	2	-1	-0.2
23	-2	O=C(C(=O)N1CCCc2ccccc21)c1c[nH]c2ccccc12	0	-1	3	7	4	9	4	-0.7
24	-4	Cc1ccc(NC(=O)CCNC(=O)c2ccc(Cl)cc2)cc1F	-4	1	2	11	6	-3	-1	0.0
25	-1	O=C(NC(=S)Nc1ccccc1O)c1ccc(-c2ccc(Cl)cc2)o1	-9	2	5	13	6	6	-5	3.6

From compound 1 up to 2, as listed above:
cpd	CHRM5 PAM	Molecule	M5 antag	CHRM4 PAM	M4 ag	CRFBP-R2 block	CHRM1 PAM	M4 antag	CHRM5 agonist	CRFR2-BP ag
1	-6	CCOC(=O)CC(=O)Nc1nc2ccccc2s1	-4	4	2	6	3	-2	0	-2.7
2	-7	Cn1c(=O)[nH]c(=O)c2c1nc(Br)n2CCSc1nnnn1-c1ccccc1	23	18	2	13	2	3	-3	-2.5

Continued.
cpd	CHRM5 PAM	Molecule	M5 antag	CHRM4 PAM	M4 ag	CRFBP-R2 block	CHRM1 PAM	M4 antag	CHRM5 agonist	CRFR2-BP ag
26	-8&3	CC(C)C[C@@H]1O[C@H](CCc2ccccc2)CC2=C1C(=O)OC(C)(C)O2	-15&-4	-1&-6	-3&-2	.	.	-7&3	-1&3	.
27	-5	COCCCN1C(=O)C(O)=C(C(=O)c2ccco2)C1c1ccc(Br)cc1 (stereo unspecified)	4	-4	0	5	6	5	-1	0.1
28	-5	Cc1cccc(-n2c(CNC(=O)c3ccccc3)nnc2SCC(=O)Nc2nccs2)c1	-2	4	0	8	9	-12	0	0.5
29	-4	O=C(Nc1ccc(S(=O)(=O)NCc2cccnc2)cc1)c1ccco1	3	-2	3	5	-1	-4	2	-0.3
30	6	O=C(C[C@@H]1C/C=C\C[C@H](Cc2ccc(F)cc2)C(=O)OCCNC1=O)N[C@H](CO)Cc1ccccc1	-6	12	3	-1	16	-3	2	-1.7
31	-3	Cc1c(C=O)n(C)n(-c2ccccc2)c1=O	3	0	1	-3	6	-4	0	1.8
32	1	CCOC(=O)N1CCN(C(=S)NC2CCCCC2)CC1	-5	-3	1	1	5	-6	-2	-0.2
33	3	CCCCN(CC(=O)NCc1ccc(F)cc1)C(=O)c1ccco1	-1	9	1	-8	0	-4	0	0.3
34	-5	CC(=O)OC(C(=O)NC1CCCCC1)c1ccc(C#N)cc1 (stereo unspecified)	3	0	1	7	0	3	-1	-2.6
35	-5	Cc1ccc(-c2cc(C(F)(F)F)nc(SCC(=O)c3cccc([N+](=O)[O-])c3)n2)cc1	4	-1	-1	-28	2	5	1	3.8
36	5	COCCn1c(COC)nc2ccccc21	3	16	0	6	4	-1	-2	1.5
37	-4	CCOC(=O)c1c(/N=C/c2ccc(C)cc2O)sc2c1CCC2	20	5	-1	12	5	-2	-1	3.5
38	-8	CC(=O)c1c(C)[nH]c(C(=O)N(C)CC(=O)Nc2ccc(Cl)c(C(F)(F)F)c2)c1C	8	2	20	-4	-7	-2	3	1.1
39	6	CCOc1ccccc1NC(=O)CN1C(=O)C(=O)N(Cc2ccco2)C1=O	10	5	1	14	2	-5	-2	-1.1
40	3	O=[N+]([O-])c1ccc(/C([O-])=C(/C(=S)Nc2ccccc2F)[n+]2ccccc2)cc1	-5	-7	0	-3	2	8	-3	-2.1
41	-2	O=Cc1ccc2c(c1)OCCOCCOCCOCCO2	-2	1	2	-26	4	-6	0	2.2
42	4	Cc1ccc(S(=O)(=O)N2CCC(C(=O)OCC(=O)N3CCCCC3C)CC2)cc1C (stereo unspecified)	-5	0	2	2	4	-12	0	-0.9
43	3	Cc1nn(C)c(C)c1CCC(=O)NC1CC(C)(C)Cc2c1cnn2-c1ccccc1 (stereo unspecified)	0	2	0	3	1	4	-4	0.3
44	0	COc1ccc(CCC(=O)OCC(=O)Nc2ccc(OC)c(OC)c2)cc1OC	12	5	0	9	11	-6	-2	-0.8
45	-9	Cc1ccc(NS(=O)(=O)c2cc(NC(=O)c3ccc4c(c3)NC(=O)CS4)ccc2C)c(C)c1	1	-5	2	3	8	1	-3	2.0
46	-3	CC(C)(C)c1ccc(C(=O)c2c[nH]c(C(=O)NCc3cccs3)c2)cc1	4	-2	0	-8	0	2	-2	2.3
47	1	O=C(c1ccc(O)cc1)c1ccc(Cl)cc1	4	1	2	15	-1	3	-1	-2.1
48	0	O=C(N/N=C/c1c[nH]c2ccccc12)c1ccc(Br)cc1	8	1	-1	-4	2	2	0	-2.8

Entries from the list above with an NH in an aromatic ring (8):
cpd	CHRM5 PAM	Molecule	M5 antag	CHRM4 PAM	M4 ag	CRFBP-R2 block	CHRM1 PAM	M4 antag	CHRM5 agonist	CRFR2-BP ag
2	-7	Cn1c(=O)[nH]c(=O)c2c1nc(Br)n2CCSc1nnnn1-c1ccccc1	23	18	2	13	2	3	-3	-2.5
4	4	CCOc1ccc(-n2c(=S)sc3c(=O)[nH]c(SCC(=O)NCC4CCCO4)nc32)cc1 (stereo unspecified)	-1	-8	0	-1	4	14	0	1.4
7	-8	COc1cccc(-c2cc(C(F)(F)F)c(C#N)c(=O)[nH]2)c1	18	1	1	5	8	4	-1	-1.1
20	7	COc1cccc(CC2(CO)CCCN(Cc3[nH]c4ccc(C)cc4c3C)C2)c1 (stereo unspecified)	10	-9	11	-8	4	8	2	4.0
23	-2	O=C(C(=O)N1CCCc2ccccc21)c1c[nH]c2ccccc12	0	-1	3	7	4	9	4	-0.7
38	-8	CC(=O)c1c(C)[nH]c(C(=O)N(C)CC(=O)Nc2ccc(Cl)c(C(F)(F)F)c2)c1C	8	2	20	-4	-7	-2	3	1.1
46	-3	CC(C)(C)c1ccc(C(=O)c2c[nH]c(C(=O)NCc3cccs3)c2)cc1	4	-2	0	-8	0	2	-2	2.3
48	0	O=C(N/N=C/c1c[nH]c2ccccc12)c1ccc(Br)cc1	8	1	-1	-4	2	2	0	-2.8
